# Compound activity deposited in PubChem BioAssay by National Center for Advancing Translational Sciences (NCATS).
# GLP-1R inv ag = inverse agonists of human GLP-1 receptor; HEK293 GLP-1R CRE-luciferase, luminescence, 24 h; GLP-1R form is constitutively active; Potency, µM (doses to about 38.3 µM), without a hit: at the highest dose activity change, negative = inhibition, most hits filed as inhibitors; 410,000 compounds, 1.6% hits; further: potency means the concentration at half of the fitted maximal effect; on the % scale 0 is the no-effect control and ±100 the full control effect; nearly all actives have a fitted effect of over 55% in size
# Target sequence (P43220 whole entry, looked up): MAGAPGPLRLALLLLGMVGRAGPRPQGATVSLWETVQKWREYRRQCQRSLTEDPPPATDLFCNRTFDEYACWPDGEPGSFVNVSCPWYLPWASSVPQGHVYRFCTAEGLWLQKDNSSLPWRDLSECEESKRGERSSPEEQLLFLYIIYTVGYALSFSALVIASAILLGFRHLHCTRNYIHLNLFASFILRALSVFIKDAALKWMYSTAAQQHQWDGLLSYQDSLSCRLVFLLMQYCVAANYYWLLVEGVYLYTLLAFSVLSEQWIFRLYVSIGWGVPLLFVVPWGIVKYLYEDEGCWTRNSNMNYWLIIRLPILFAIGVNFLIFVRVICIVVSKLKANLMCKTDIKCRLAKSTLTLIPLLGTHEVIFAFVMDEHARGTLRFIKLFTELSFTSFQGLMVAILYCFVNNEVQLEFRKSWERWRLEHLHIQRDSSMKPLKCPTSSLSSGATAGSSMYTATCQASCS
#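 Stable HEK293 clone (constitutively active GLP-1R + cAMP-response luciferase); 200 cells/uL plated, 12 h pre-culture, compound 24 hr, 37 deg C/5% CO2; detection reagent 12 min RT; luminescence.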
# PLK1 PBD inh = inhibitors of human PLK1 polo-box domain binding | Plk1 PBD binding of FITC phosphopeptide, fluorescence polarization | 360,000 compounds, 2.8% hits | Potency, µM, inactives show max response, negative = inhibition, actives largely listed as inhibitors | AID 720504; further: potency means the concentration at half of the fitted maximal effect; series mostly up to about 57 µM; on the % scale 0 is the no-effect control and ±100 the full control effect; nearly all actives have a fitted effect of over 65% in size
# HEK293 tox = cytotoxicity counter-screen for GLP-1 receptor inverse agonists; HEK293 cAMP-luciferase reporter cells, luminescence, 24 h; Potency, µM (titrated, usually from 38.3 µM), inactives show at the highest dose activity change, negative = inhibition, usual class: inhibitors; 410,000 compounds, 0.13% hits; AID 624418;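 further: loss of luciferase light is scored as toxicity; potency means the concentration at half of the fitted maximal effect; on the % scale 0 is the no-effect control and ±100 the full control effect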
#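 Here, cytotoxicity is scored as loss of luminescence. The MLSMR collection was tested on cells seeded in medium containing 10% Nu serum, with a 24 hr compound exposure preceded by 12 hours of culture.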
# GLP-1R agonist = GLP-1 receptor (human) agonism; 380,000 compounds, 0.007% hits; AID 624172; Potency, µM (titrated, usually from 45.6 µM), for the others: top-dose activation, hits mostly activators; P43220; HEK293 GLP-1R CRE-luciferase, luminescence, 4-6 h; cells express a hypersensitive GLP-1R form; further: potency means the concentration at half of the fitted maximal effect; % of control where 0% means no effect
# EPAC1 agonist = agonists of human EPAC1; O95398; EPAC1 agonist qHTS, biochemical assay; response scale: 100% = response to 6.5 mM cAMP; Potency, µM (titrated, usually from 154 µM), without a hit: at the top dose activation, most hits filed as activators; 360,000 compounds, 0.073% hits; AID 720707; further: potency means the concentration at half of the fitted maximal effect; nearly all actives have a fitted effect of over 60% in size
#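 Normalized to 6.5 mM cAMP, activity reflects EPAC1-catalysed release of BODIPY-GDP from Rap1B, followed kinetically over 30 min at 480 nm excitation, 540 nm emission. Reaction contained 100 nM EPAC1, 250 nM Rap1B-BODIPY-GDP, 50 uM GDP.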
# EPAC1 antagonist = blocks human EPAC1 exchange factor. Potency, µM (titrated, usually from 115 µM), for the others: at the highest dose activity change, negative = inhibition, actives largely listed as inhibitors. 360,000 compounds, 0.14% hits. AID 720709. O95398. EPAC1 GEF assay, Rap1b-BODIPY-GDP exchange fluorescence;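 further: potency means the concentration at half of the fitted maximal effect; plate controls were vehicle for no effect and positive control for full effect; nearly all actives have a fitted effect of over 50% in size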
# IL-2 act = IL-2 activation | IL-2 activation reporter assay, cell-based qHTS; stimulated with anti-CD3/CD4/CD28 beads; in transgenic mouse T cells | activation, % (series mostly up to about 46 µM) | 360,000 compounds, 0.065% hits | AID 652025; in the data active means activation above about 50%; inconclusive means mostly about 30% to 49%; further: 0% is about no effect
#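 Readout: EGFP and DsRed signals by fluorescent plate cytometry. Unstimulated transgenic mouse T cells received compound 60 min before antibody-bead stimulation, then incubated 18 h at 37 degrees C.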
# PI5P4K alpha inh = blocks human PI5P4K alpha kinase activity | P48426 | 330,000 compounds, 1.2% hits | max response, % | PI5P4Kalpha enzyme, ADP-Glo luminescence, 60 min; active compounds read low; active means max response of -50% or lower; inconclusive means between -30% and -50%; inactive means -30% or higher; further: value at the top dose of about 77 µM; on the % scale 0 is the no-effect control and ±100 the full control effect
# Target sequence (P48426 whole entry, looked up): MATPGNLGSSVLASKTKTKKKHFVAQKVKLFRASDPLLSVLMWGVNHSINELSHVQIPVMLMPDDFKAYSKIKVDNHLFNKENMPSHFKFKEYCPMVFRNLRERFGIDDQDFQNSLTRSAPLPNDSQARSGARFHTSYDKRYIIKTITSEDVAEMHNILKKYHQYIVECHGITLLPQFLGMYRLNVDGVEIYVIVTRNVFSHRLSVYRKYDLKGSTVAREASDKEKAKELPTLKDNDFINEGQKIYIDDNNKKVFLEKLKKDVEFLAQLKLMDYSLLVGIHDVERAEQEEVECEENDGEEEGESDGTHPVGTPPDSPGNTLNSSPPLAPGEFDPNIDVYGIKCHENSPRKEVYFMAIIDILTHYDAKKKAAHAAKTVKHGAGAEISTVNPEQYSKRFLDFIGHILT
#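 ADP-Glo luminescence end-point read after a 60 min room-temperature kinase reaction of PI5P4Kalpha plus substrate, initiated with ATP at 5 microM final. Buffer: 0.038 M HEPES pH 7.4, EGTA, 0.1% CHAPS, 5% DMSO.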
# PTHR1 ag = PTHR1 (human) receptor agonism; HEK293 GP2 PTHR1 cells, GloSensor cAMP luminescence, 1 h; Potency, µM (series often up to 115 µM), without a hit: at the highest dose activation, most hits filed as activators; 410,000 compounds, 0.075% hits; further: potency means the concentration at half of the fitted maximal effect; nearly all actives have a fitted effect of over 55% in size; some results filed as inactive show a strong effect at the top dose; inactives centre near -15; many of its hits are not listed in these tables
#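 HEK-293-derived GP2 cells expressing PTHR1 and a GloSensor cAMP reporter, 3,000/well, plated overnight, given luciferin plus IBMX (each 0.5 mM as added) for 1 h at 37 °C, then compound for 1 h at 37 °C. Luminescence was read after 15 min at room temperature.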
# Numbers without * were called inactive; i = inactive; ? = inconclusive; · = no result given; [ ] = dose if it differs, or a comment. Unless noted, the call rests on the fitted dose curve; in most records, active means well fitted curve in the direction sought with a large enough effect; inconclusive means small, poorly fitted or top-dose-only effect, or another doubt; inactive means no such curve, though single readings can be large; an effect the other way counts as inactive or inconclusive. This is a subset; rates above refer to the full screens.
SMILES,GLP-1R inv ag,PLK1 PBD inh,HEK293 tox,GLP-1R agonist,EPAC1 agonist,EPAC1 antagonist,IL-2 act,PI5P4K alpha inh,PTHR1 ag
Cc1nnc(SCC(=O)OC2CC(C)CCC2C(C)C)[nH]c1=O (stereo not drawn),-4.4%,3.0%,16.5%,-2.4%,4.3%,-1.5%,-2.0,-4.4,i
COC(=O)c1ccccc1NC(=O)CSc1nc2ccccc2c(=O)[nH]1,43.0%[activator],-10.2%,4.8%,8.8%,-1.0%,8.0%,2.5,-0.6,-4.5%
COc1ccc(N2CCN(C(CNC(=O)C(=O)NC3CC3)c3ccco3)CC2)cc1 (stereo not drawn),1.9%,-1.4%,-2.3%,-0.3%,-0.6%,0.0%,0.2,3.5,i
CCC(C)NC(=O)Cn1c(=O)n(Cc2ccc(C(=O)NCCCOC)cc2)c(=O)c2ccccc21 (stereo not drawn),9.4%,·,1.1%,0.2%,·,·,·,·,-15.7%
Cc1cccc(C)c1NC(=O)CN(C)CC(=O)c1c(N)n(Cc2ccccc2)c(=O)n(C)c1=O,9.2%,1.2%,2.7%,10.5%,-4.2%,-10.1%,0.1,-3.2,-20.9%
COc1ccccc1N(Cc1cc(=O)[nH]c2ccccc12)C(=O)C(C)C,-0.9%,-2.9%,6.3%,2.0%,7.4%,-8.9%,0.0,-7.5,i
C#CCOCC1CN(C)C(=O)O1 (stereo not drawn),-2.2%,-9.1%,-0.7%,3.5%,1.3%,10.2%,0.2,-3.2,i
CC12C(=O)N(NC(=O)c3ccncc3)C(=O)C1C1C=CC2C1 (stereo not drawn),26.9%,-8.3%,11.1%,-3.2%,2.4%,10.5%,0.1,1.0,i
O=C(NCc1cccnc1)/C(=C\c1ccc(-c2ccc(Cl)c(Cl)c2)o1)S(=O)(=O)c1ccccc1,?,-28.5%,?,-34.4%[inhibitor],4.0%,-5.2%,-3.5,-1.3,-27.4%
O=C(O)c1ccc(Cl)c(S(=O)(=O)Nc2ccc3[nH]c(=O)[nH]c3c2)c1,?,-14.5%,3.0%,-2.2%,1.6%,?,0.9,-64.8*,i
CCCn1c(C(C)Nc2nc(-c3cc(Cl)c(N)c(Cl)c3)cs2)nc2cc(Cl)c(N3CCCCC3)cc21 (stereo not drawn),-20.9%,3.9%,1.4%,12.1%,-2.5%,9.8%,0.4,-2.5,i
c1ccc(-c2cc3c(NCC4COc5ccccc5O4)ncnc3s2)cc1 (stereo not drawn),?,-4.2%,-22.1%,2.9%,7.5%,-14.3%,-0.5,-0.8,-24.7%
CCOC(=O)c1nc2c(ccc3ccccc32)cc1C,-1.9%,-2.7%,-24.3%,21.0%,10.3%,?,-4.4,32.8,-20.0%
Cc1ccc(NC(=O)Cn2c(O)c(N=NC(=O)c3cc4ccccc4cc3O)c3ccccc32)cc1,1.7%,-27.0%,?,-25.1%,-1.1%,12.9%,-0.7,?,-19.5%
CCCNC(=O)C1(C)CCCN(Cc2ccsc2)C1 (stereo not drawn),7.3%,-3.8%,6.8%,1.2%,-12.7%,8.0%,2.3,-2.4,i
COc1cc2cc(CCCOC(=O)c3ccc4c(c3)OCO4)oc(=O)c2cc1OC,22.3%,-5.4%,-2.9%,0.4%,9.4%,-5.2%,0.7,-2.8,-6.8%
C=CCNCC(O)COc1ccc(C(C)=O)cc1OC (stereo not drawn),-2.7%,4.9%,0.3%,0.1%,0.3%,15.7%,-1.5,1.8,i
CC1(C)Oc2ccc(C(=O)NN)cc2NC1=O,-6.6%,2.3%,-0.3%,6.2%,-1.5%,-5.6%,-1.3,0.5,-20.5%
CCN(CC)C(=S)SCC(=O)c1c(C)[nH]c2ccccc12,?,-6.2%,-11.7%,16.7%,3.4%,-6.6%,0.3,7.0,-1.0%
COc1cccc(-c2cc(NC=O)c3ncc(-c4ccc(C(C)=O)cc4)n3c2)c1,?,-5.1%,-17.5%,?,-2.6%,-0.8%,-0.5,-67.6*,i
O=C(O)CCCCCCCCCCCc1ccccc1,-27.1%,23.8µM*,3.6%,-3.2%,-18.3%,-27.1%,1.9,44.5,-13.4%
O=[N+]([O-])c1cc(S(=O)(=O)N2CCCCCC2)ccc1F,?,15µM*,?,-20.8%,21.4%,?,-0.5,8.3,-41.6%[inhibitor]
CC(=O)Nc1ccc(S(=O)(=O)N2CCC(n3cnc4cc(F)ccc43)CC2)cc1,3.5%,-0.4%,1.3%,2.6%,-0.5%,12.8%,-1.4,5.2,i
Cc1ccc(-n2c(=O)cc(NCc3cccnc3)[nH]c2=O)cc1,5.2%,-4.7%,-6.7%,-10.7%,1.8%,3.1%,-0.4,·,i
COc1ccc(CNC(=O)CN2CCN(S(=O)(=O)c3cccs3)CC2)cc1OC,13.6%,3.7%,-11.0%,0.6%,-11.6%,-4.1%,-3.0,-4.0,-8.0%

# The list goes on; the last three above are carried over.
SMILES,GLP-1R inv ag,PLK1 PBD inh,HEK293 tox,GLP-1R agonist,EPAC1 agonist,EPAC1 antagonist,IL-2 act,PI5P4K alpha inh,PTHR1 ag
CC(=O)Nc1ccc(S(=O)(=O)N2CCC(n3cnc4cc(F)ccc43)CC2)cc1,3.5%,-0.4%,1.3%,2.6%,-0.5%,12.8%,-1.4,5.2,i
Cc1ccc(-n2c(=O)cc(NCc3cccnc3)[nH]c2=O)cc1,5.2%,-4.7%,-6.7%,-10.7%,1.8%,3.1%,-0.4,·,i
COc1ccc(CNC(=O)CN2CCN(S(=O)(=O)c3cccs3)CC2)cc1OC,13.6%,3.7%,-11.0%,0.6%,-11.6%,-4.1%,-3.0,-4.0,-8.0%
COc1ccc(/C=C(\NC(=O)c2ccc(C)cc2)C(=O)Nc2ccc(C(=O)O)cc2)cc1,28.7%,4.0%,14.2%,2.0%,-2.4%,4.8%,-4.9,-6.2,-7.2%
CN1CCN(c2ccc(NC(=O)c3cccc(OCc4ccccc4)c3)cc2)CC1,?,-6.3%,?,3.1%,-3.9%,0.2%,-2.5,4.5,-12.0%
Fc1ccc(C2CCCN2Cc2nc(Cc3ccccc3F)no2)cc1 (stereo not drawn),?,-7.5%,-0.6%,10.6%,4.0%,-0.8%,0.1,-1.9,-8.7%
CC(C)CNC(=S)N(CCCO)Cc1cc2cc3c(cc2[nH]c1=O)OCCO3,71.4%[activator],?,0.8%,21.0%,0.6%,-14.1%,0.9,-1.0,i
Cn1cccc1CNC(=S)Nc1ccccc1Cl,1.5%,-25.7%,8.6%,7.4%,-3.9%,?,-4.7,0.6,i
O=C(c1ccc2nc[nH]c2c1)N1CCN(S(=O)(=O)c2cccc(F)c2)CC1,-1.6%,-11.1%,17.3%,2.7%,-0.5%,-9.6%,5.1,-25.5,i
Cc1ccc(-n2c(C)cc(/C=N/NC(=O)CN(c3ccc(C)cc3C)S(C)(=O)=O)c2C)cc1,10µM*,-8.1%,-17.5%,-16.0%,11.4%,-14.1%,-3.4,1.4,15.5%
CN(CC(=O)Nc1cccc2ccccc12)C(=O)/C=C/c1cccs1,-26.5%,-7.5%,-9.7%,11.5%,0.2%,5.1%,-0.7,1.0,i
O=C(NCCN1CCN(C(=O)c2c(F)cccc2F)CC1)C(=O)Nc1ccc(Cl)cc1,-6.4%,-0.7%,-2.3%,-11.6%,-10.3%,-6.0%,-2.7,1.1,-43.0%[inhibitor]
Cc1cc(-c2csc(NC(=O)c3cc4ccccc4o3)n2)c(C)n1C,-3.1%,-7.1%,-8.4%,-15.1%,-2.5%,4.7%,1.5,·,-1.3%[57.5 µM]
O=C1CC2CC1C(C(=O)O)C2C(=O)O (stereo not drawn),1.0%,-4.2%,-3.0%,-2.5%,6.2%,4.6%,-1.1,-0.3,i
CCN(CC(=O)Nc1c(F)cccc1F)C(=O)c1cc(C)nc2ccccc12,-13.3%,2.2%,5.3%,4.7%,1.6%,-24.5%,-3.0,5.7,-20.8%
CCN(CC)C(=O)CN(C#N)c1nc(NC(C)C)nc(NC(C)C)n1,3.3%,-1.3%,-2.0%,4.8%,3.5%,12.9%,-0.3,1.9,i
COc1ccc(-c2nnn(CC(=O)Nc3ccc4c(c3)OCCO4)n2)cc1OC,3.6%,-13.8%,1.4%,-2.4%,4.1%,-19.2%,0.7,0.6,-10.8%
Cc1ccc(NC2=NCC(=O)N2Cc2ccccc2)c(C)c1,-18.5%,-7.7%,-5.5%,8.9%,-3.5%,-16.8%,1.0,-17.4,i
Cc1cc(NS(=O)(=O)c2ccc(NC(=O)c3ccccc3C)cc2)no1,4.3%,-1.8%,0.4%,1.9%,5.2%,0.8%,-0.5,-8.8,-24.9%
CC(=O)Nc1ccc2nc(-c3ccccc3)cn2c1,-19.1%,-5.3%,-2.2%,-10.7%,10.4%,-15.5%,-0.8,-16.7,-29.9%
CC(=O)N1CCCN(C(=O)c2ccc3nc(Cc4cccc(Cl)c4)oc3c2)CC1,-15.9%,-12.0%,23.4%,-0.7%,4.7%,8.1%,-5.0,-5.4,-8.4%
COc1cc(S(=O)(=O)n2nc(C)cc2C)ccc1Cl,12.3%,5.5%,1.5%,22.0%,-2.4%,-11.3%,-2.6,1.6,i
O=C(O)c1ccc(-c2cccc(Cl)c2)o1,10.1%,-9.6%,3.9%,9.8%,7.3%,-1.6%,-1.0,·,-10.2%[57.5 µM]
Cc1[nH]c(C)c(S(=O)(=O)N2CCc3ccccc32)c1C(=O)N1CCCCC1,-17.4%,-0.7%,-8.8%,-1.1%,-1.4%,1.5%,1.1,1.5,-2.7%
CCOC(=O)C1=C(COC(=O)c2nc(Cl)ccc2Cl)NC(=O)NC1C (stereo not drawn),0.2%,0.3%,17.8%,0.8%,7.5%,-9.4%,-1.7,-5.5,i
Clc1ccc(-c2noc3ncnc(NC4CCCCC4)c23)cc1,19.4%,·,0.9%,1.2%,·,·,·,·,-49.2%[inhibitor]
